Screening data (PubChem BioAssay)
KDM5B inh: blocks human KDM5B histone demethylase activity | Q9UGL1 | AID 1347165 | KDM5B demethylase, FDH-coupled NADH fluorescence (FDH is formaldehyde dehydrogenase) | Potency, µM (doses to about 57.7 µM), without a hit: at the highest dose activity change, negative = inhibition, most hits filed as inhibitors | actives 2.6% (n = 220,000); active = well fitted inhibition curve with a large enough effect; inconclusive = small, poorly fitted or top-dose-only effect; inactive = no such curve, though single readings can be large or run the other way; also: 0% is about no effect; nearly all actives have a fitted effect of over 70% in size
Target sequence (Q9UGL1 whole entry, looked up): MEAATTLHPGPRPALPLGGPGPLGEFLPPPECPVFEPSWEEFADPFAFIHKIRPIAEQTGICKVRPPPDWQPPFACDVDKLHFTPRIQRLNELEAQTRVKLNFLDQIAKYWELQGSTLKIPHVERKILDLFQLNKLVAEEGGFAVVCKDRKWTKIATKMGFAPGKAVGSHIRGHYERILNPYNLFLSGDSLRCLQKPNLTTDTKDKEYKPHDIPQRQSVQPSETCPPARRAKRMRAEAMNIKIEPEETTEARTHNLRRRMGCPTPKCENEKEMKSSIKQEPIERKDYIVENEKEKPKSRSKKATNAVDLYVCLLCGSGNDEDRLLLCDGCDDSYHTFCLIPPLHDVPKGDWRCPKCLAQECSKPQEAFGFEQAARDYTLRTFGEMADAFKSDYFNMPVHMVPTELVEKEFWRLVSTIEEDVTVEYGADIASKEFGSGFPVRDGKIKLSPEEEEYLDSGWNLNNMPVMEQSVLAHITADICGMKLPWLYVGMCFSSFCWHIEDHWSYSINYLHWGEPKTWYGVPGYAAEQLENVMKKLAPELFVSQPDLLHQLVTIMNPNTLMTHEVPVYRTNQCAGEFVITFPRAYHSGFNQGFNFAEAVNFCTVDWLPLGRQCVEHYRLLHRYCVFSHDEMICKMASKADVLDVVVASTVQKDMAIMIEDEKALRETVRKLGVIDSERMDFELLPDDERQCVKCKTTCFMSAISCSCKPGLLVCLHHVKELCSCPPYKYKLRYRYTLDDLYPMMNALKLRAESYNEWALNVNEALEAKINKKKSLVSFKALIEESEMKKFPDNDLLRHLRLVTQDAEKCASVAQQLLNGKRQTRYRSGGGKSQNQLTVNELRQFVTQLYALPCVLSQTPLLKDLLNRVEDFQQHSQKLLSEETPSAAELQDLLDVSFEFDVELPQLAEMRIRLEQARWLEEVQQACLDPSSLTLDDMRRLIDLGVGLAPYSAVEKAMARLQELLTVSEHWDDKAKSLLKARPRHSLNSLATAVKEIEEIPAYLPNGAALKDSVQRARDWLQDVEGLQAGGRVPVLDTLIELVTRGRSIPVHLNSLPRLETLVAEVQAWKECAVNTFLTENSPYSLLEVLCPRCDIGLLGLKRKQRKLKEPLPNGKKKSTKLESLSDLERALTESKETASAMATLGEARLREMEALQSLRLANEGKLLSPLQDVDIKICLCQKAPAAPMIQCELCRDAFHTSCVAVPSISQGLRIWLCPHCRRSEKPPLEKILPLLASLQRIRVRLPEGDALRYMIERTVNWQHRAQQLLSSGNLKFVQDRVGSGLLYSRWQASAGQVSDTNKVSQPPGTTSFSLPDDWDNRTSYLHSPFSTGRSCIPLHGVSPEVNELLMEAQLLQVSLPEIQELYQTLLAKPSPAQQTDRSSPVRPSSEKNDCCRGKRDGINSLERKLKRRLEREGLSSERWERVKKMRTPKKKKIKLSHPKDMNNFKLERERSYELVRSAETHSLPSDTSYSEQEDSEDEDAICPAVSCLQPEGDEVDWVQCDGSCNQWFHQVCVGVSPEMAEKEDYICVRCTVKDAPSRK
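qHTS format, multiple compound concentrations. Buffer 50 mM HEPES pH 7.5/0.01% Tween-20; 200 nM KDM5BΔAP final; 10 min compound preincubation; substrate-mix levels 12.5 µM peptide, 25 µM α-KG, 0.25 mM NAD⁺; 30 min RT; ΔRFU.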
Starred values were filed as active, the others as inactive; i = inactive; ? = inconclusive; [ ] = another dose, or the depositor's remark. Potency is read from the fitted curve at half-maximal effect.

SMILES	KDM5B inh
Cc1c(Cl)cccc1N1CC(c2nc3ccccc3n2Cc2ccccc2F)CC1=O (centres undefined)	-4%
O=C1NC(=Nc2ccccc2Cl)S/C1=C\c1ccc(C(=O)O)cc1	-8%
C(=C\c1ccccc1)/C=N/Nc1nc(Nc2ccccc2)nc(N2CCCCC2)n1	21%
O=C(C1=NO[C@@H]2CN(c3ccc(OC(F)(F)F)cc3)C[C@H]12)N1CCOCC1	4%[86.2 µM]
O=C(NCCCO)c1ccc2c(c1)C1(CCN(CC3CC3)C1)CN2Cc1ccccc1 (centres undefined)	35µM*
O=C(COC(=O)C12CC3CC(CC(O)(C3)C1)C2)Nc1ccc([N+](=O)[O-])cc1Cl	-15%
CCN1C(=O)C2(CCN(S(=O)(=O)c3cn(C)cn3)CC2)c2ccccc21	-6%
Cc1ccc(C)c(CN2C(=O)c3ccccc3S(=O)(=O)c3ccc(C(=O)N4CCN(c5ccccc5F)CC4)cc32)c1	8%
COc1cc(NC(=O)CNS(=O)(=O)c2cccs2)cc(OC)c1OC	-16%
COc1cccc(C(=O)Nc2cccc3cccnc23)c1	-5%
Cc1ccc(-c2nc3ccccc3n2Cc2cccc(F)c2)o1	?
COc1ccc2c(C)c(CC(=O)NCCc3ccccc3F)c(=O)oc2c1C	-28%
CCCOc1cccc(C(=O)Nc2scc(-c3ccc(F)cc3)c2C(=O)OC)c1	3%
O=C(NCC1Cn2cccc2CN1Cc1ccccc1)c1ccc2cc[nH]c2c1 (centres undefined)	25µM*
COc1ccc(C(=O)COC(=O)CCC(=O)c2ccc(Cl)cc2)cc1Br	-7%
O=c1cc(-c2ccncc2)oc2c(-c3ccccc3F)nccc12	?
CCOc1ccc(C2Cn3nnc(-c4nc(-c5ccccc5Br)no4)c3CO2)cc1 (centres undefined)	22µM*
N#Cc1ccc(CNCc2cc(Br)cs2)cc1	-1%
Cc1ccnc(NS(=O)(=O)c2cc(-c3cc(C)no3)ccc2C)c1	-24%
Cc1noc(-c2cn(C3CCN(C(=O)c4ccc(F)c(F)c4)CC3)nn2)n1	14%
COc1ccccc1-c1cc(=O)c2cc(NS(=O)(=O)c3ccc(Cl)cc3)ccc2o1	?
Cc1ccc(-c2cc3c(=O)n(CCNC(=O)c4ccc(Cl)cc4)ccn3n2)cc1C	14µM*
COc1ccc(CNC(=O)c2cc3c(n2C)CCN(Cc2ccc(F)cc2)C3)cc1	-10%
Cc1ccccc1C(=O)N1CCN(c2cc(-c3cccs3)[nH]n2)CC1	?
CSc1ncc(C(=O)NCCCc2ccccc2)c(C)n1	30%
COc1ccc(C(=O)NCCn2cc(SCc3cc(C)ccc3C)c3ccccc32)cc1	?
NC(=O)NCc1cn(C2CCN(C(=O)C3CCCCCC3)CC2)nn1	7%
CCCc1noc(-c2ccn3c(CNC(=O)c4cccc(N(C)C)c4)nnc3c2)n1	?
CC1=NS(=O)(=O)N(Cc2ccc(C)cc2)C=C1C(=O)O	-18%
COc1cc(CNC(=O)[C@H]2CCC[C@H]2NC(=O)c2cnc(C)cn2)cc(OC)c1	-5%
CCOc1ccc(Nc2oc(-c3ccc(COc4ccc(C)cc4)o3)nc2C#N)cc1	?
Cc1ccc(S(=O)Cc2ccc(C(=O)NC3CCCCCC3)o2)cc1 (centres undefined)	-14%
Cc1ccc(Nc2nc(C)c(NC(=O)c3ccc(C)cc3)c(Nc3ccc(C)cc3)n2)cc1	19%
CCOc1ccccc1NC(=O)Cn1cc(C(=O)c2cccc(OC)c2)c(=O)c2ccc(C)nc21	-5%
Cc1ccc(-n2nnnc2C2(NC3CCCCC3)CCCC2)cc1	8%
CCS(=O)(=O)N1CCCC(C(=O)Nc2ccccc2Oc2cccnc2)C1 (centres undefined)	3%
COc1ccc(/C=N/n2cncn2)cc1Cn1cc([N+](=O)[O-])cn1	7%
Cc1cc(C(=O)N2C[C@@H](COCC3CC3)[C@H](c3ccccn3)C2)n[nH]1	8%
COc1ccccc1-n1c(SCC(=O)Nc2ccc(NC(C)=O)cc2)nc2c([nH]c3ccccc32)c1=O	?
COCCn1c(-n2nc(C)cc2C)nc2c1c(=O)n(C)c(=O)n2C	-16%
CC(C)CCNC(=O)C1(O)c2ccccc2NC(=O)N1c1ccc(Cl)cc1 (centres undefined)	39%[activator]
CCCn1c(Cn2ccnc2C)nc2cc(NC(=O)c3ccccc3OC)ccc21	8%
Cc1cc(C(=O)NC2CCCc3c2cnn3-c2ccc(C)c(C)c2)nc(C)n1 (centres undefined)	8%
CC(C)OCC(O)Cn1c(N2CCCCCC2)nc2c1c(=O)[nH]c(=O)n2C (centres undefined)	11%
CCC(=O)Nc1ccc(-c2csc(Nc3cccc(OC)c3)n2)cc1	-2%
CCOc1ccc(NC(=O)c2cnn3c2NC(c2ccc(OC)cc2)=CC3c2ccccc2)cc1 (centres undefined)	-10%
Clc1ccccc1C1Cn2nnc(-c3noc(-c4cc(C5CC5)[nH]n4)n3)c2CO1 (centres undefined)	-3%
COc1cc2c(cc1OC)C(CNC(=O)C1CC1)N(C(=O)Nc1ccccc1)CC2 (centres undefined)	-4%
Cc1ncc(S(=O)(=O)c2ccc(Cl)cc2)c(N)n1	-11%
COC(=O)c1cccc(NC(=O)c2sc(COc3cccc(C)c3)nc2C)c1	-7%
CC1=C[C@@H](CNCc2cccnc2)[C@H](C(C)C)C[C@H]1Cc1nnc(-c2ccncc2)o1	-34%[86.2 µM]
COc1ccc(CN2CC(Oc3ccc(F)c(C)c3)C2)cc1	-16%[86.2 µM]
CN(C1CCCCC1)S(=O)(=O)c1ccc(C(=O)Nc2ccc(Cl)c3ncsc23)cc1	?
Cc1ccc(-c2noc(CNc3ccc(Cl)c(Cl)c3)n2)cc1	-18%
O=C1CCC2(CCN1Cc1ccccc1)CCN(S(=O)(=O)c1cccs1)CC2	28%
Cc1ccc2oc(C(=O)Nc3cccc(Cl)c3)cc(=O)c2c1	-5%[11.5 µM]
Cc1cccc2c(=O)c(-c3ccc(Cl)cc3)c(NC(=O)c3ccco3)oc12	-10%
Cc1ccccc1NC(=O)Cc1nnc(SCC(=O)NC23CC4CC(CC(C4)C2)C3)n1C	19%
Cc1cccc(N2CCN(C(=O)c3noc4c3CCc3sccc3-4)CC2)c1C	-14%
O=C(Nc1ccc2[nH]ccc2c1)C1=NO[C@@H]2CN(Cc3ccc(F)cc3)C[C@H]12	-26%[86.2 µM]

Carrying on.
SMILES	KDM5B inh
CCOCCCNC(=O)NC(CCC(C)C)c1c(-n2cccc2)sc2c1CCN(C)C2 (centres undefined)	?
CC(C)CCNC(=O)c1ccc(CN2C(=O)NC3(CCOCC3)C2=O)cc1	27%
CCOC(=O)c1cccc(NC(=O)CCCn2c(C)c3cnn(-c4ccccc4)c(=O)c3c2C)c1	-26%
CSCC(=O)N[C@H]1CN(CCCn2nc(C)cc2C)C[C@@H]1C1CC1	-2%
COCCN1CCCCCC(O)c2cc(C(=O)NCc3ccc(F)cc3)ccc21 (centres undefined)	?
CCC(=O)N1CCC2(CC1)CC(C(=O)N1CCOCC1)N(C)C2 (centres undefined)	-26%
Cc1ccc(Nc2nc3c(S(=O)(=O)c4ccccc4)nnn3c3ccsc23)c(C)c1	-28%
CN(C(=O)CCC1CCCCC1)C1(c2ccccc2Cl)CCCCC1=O (centres undefined)	-12%
CCOc1ccccc1C(=O)N1CCc2nn(Cc3ccccc3)c(=O)n2CC1	-4%
Cc1nc(C(C)(C)C)nc2sc(C(=O)N3CCOCC3)c(C)c12	14%
CNC(=O)[C@@H]1C[C@@H](n2cc(CNC(=O)Nc3cc(F)ccc3F)nn2)CN1	?
COc1cc(C2c3c(-c4ccccc4O)n[nH]c3C(=O)N2Cc2ccncc2)ccc1O (centres undefined)	-3%
CC(C)n1c(O)c(/C=C2\C=NN=C2c2ccccc2)sc1=S	4%
CCOCCCNC(=O)c1cc2c(s1)-c1ccccc1SC2	?
Cc1cccc(C(=O)N2CCCC(c3nc4ccccc4[nH]3)C2)c1 (centres undefined)	18%

An excerpt from above in order of count of non-hydrogen atoms, rising.
SMILES	KDM5B inh
CC(C)n1c(O)c(/C=C2\C=NN=C2c2ccccc2)sc1=S	4%
CN(C(=O)CCC1CCCCC1)C1(c2ccccc2Cl)CCCCC1=O (centres undefined)	-12%
CCOc1ccccc1C(=O)N1CCc2nn(Cc3ccccc3)c(=O)n2CC1	-4%
CCOCCCNC(=O)NC(CCC(C)C)c1c(-n2cccc2)sc2c1CCN(C)C2 (centres undefined)	?
COc1cc(C2c3c(-c4ccccc4O)n[nH]c3C(=O)N2Cc2ccncc2)ccc1O (centres undefined)	-3%

(listing goes on)
SMILES	KDM5B inh
Cc1ccccc1-c1nc(CN2CCCC(C(=O)NCc3ccc(Cl)cc3)C2)c(C)o1 (centres undefined)	-16%
CCOc1ccc(OCC)c(S(=O)(=O)Nc2ccc(-c3cn4ccc(C)nc4n3)cc2)c1	i
COC(=O)c1cccc(NC(=O)CN(C)Cc2nc3ccccc3c(=O)[nH]2)c1	-19%
N#Cc1ccc(CN2CCn3c(nnc3-c3ccccc3)C2)cc1	-31%[86.2 µM]
Cc1ccc(Cl)cc1N1CCN(C(=O)CCNS(=O)(=O)c2ccc3[nH]c(=O)ccc3c2)CC1	-5%
Cc1ccc(N(CC(=O)NC2CCCCC2)C(=O)CCC(=O)Nc2nccs2)cc1	8%
CCCCc1cc(=O)oc2cc(C)c3c(C)coc3c12	4%
O=C(CN1CCN(CC(=O)NC2CCCCC2)CC1)Nc1ccc(Cl)c(C(F)(F)F)c1	9%
COc1cccc(C(=O)N2CC(F)(F)C[C@H]2c2nc(C)no2)c1OC	35%[activator]
CN(Cc1ccccc1)C(=O)COC(=O)c1ccccc1-c1nc2ccccc2s1	-5%
O=C(CSc1nnnn1-c1cccc(F)c1)NCC1(N2CCOCC2)CCCCC1	15%
CCCN(CC1CCOC1)S(=O)(=O)c1ccc(Cl)cc1C (centres undefined)	-14%
COc1cc(C(CC(=O)NCCC(C)C)N2Cc3ccccc3C2=O)cc(OC)c1OC (centres undefined)	-14%
CC(=O)c1ccc(S(=O)(=O)N2CCC3(CC2)NC(=O)c2ccccc2N3)cc1	-25%
Cc1ccc(C)c(N2CCN(C(=O)CCS(=O)(=O)c3ccc4c(c3)CC(=O)N4C)CC2)c1	?
O=C(O)CCC(=O)N1N=C(c2ccc3c(c2)OCO3)CC1c1ccccc1 (centres undefined)	-2%
Cc1ccc(NC(=O)NCc2nc(-c3cccc(Cl)c3)oc2C)cc1	-6%
CCOC(=O)C(=O)Nc1ccc(N(C)C(C)=O)cc1	18%
COc1ccc(-c2cc3nc4c(c(=O)n3[nH]2)CN(C(=O)c2ccc(Cc3c(C)noc3C)o2)CC4)cc1	28µM*
CC(=O)c1ccc(N(CC(=O)NCC2CCCO2)C(=O)CCC(=O)Nc2cc(C)on2)cc1 (centres undefined)	-12%
COc1cc(CN2CCC(n3nccc3NC(=O)C3CCOC3)CC2)ccc1F (centres undefined)	31%
O=C(N/N=C/c1c[nH]c2ccccc12)c1ccccc1Cl	20%
O=C(Cn1c(=O)c2cccn2c2cccnc21)NCc1ccccc1F	?
O=C(NCc1ccc2c(c1)OCO2)c1cnc2c(c1)N(Cc1ccccc1)CCC2	?
CC(C)C1CN(C(=O)CN(C)C2CCNCC2)CCC(=O)N1CC1CC1 (centres undefined)	26%
COCCN1CCCCCC(O)c2cc(C(=O)NCc3cc(F)cc(F)c3)ccc21 (centres undefined)	?
Cc1ccc2nc(NC3=NC(CC(=O)O)C(=O)N3)nc(C)c2c1 (centres undefined)	-26%
Cc1c(C(=O)N2CCN(c3ccc([N+](=O)[O-])cc3)CC2)sc2ncn(CC(=O)N3CCOCC3)c(=O)c12	7%
Cc1ccc(CNC(=O)CCC[C@@H]2[C@H]3CCCN4CCC[C@@H](CN2Cc2ccccc2)[C@@H]34)o1	-9%
CCN(CC)S(=O)(=O)c1ccc(Cl)c2ccccc12	-2%

Structural class: the entries above with a nitro group on carbon (three)
SMILES	KDM5B inh
O=C(COC(=O)C12CC3CC(CC(O)(C3)C1)C2)Nc1ccc([N+](=O)[O-])cc1Cl	-15%
COc1ccc(/C=N/n2cncn2)cc1Cn1cc([N+](=O)[O-])cn1	7%
Cc1c(C(=O)N2CCN(c3ccc([N+](=O)[O-])cc3)CC2)sc2ncn(CC(=O)N3CCOCC3)c(=O)c12	7%

Next structures follow.
SMILES	KDM5B inh
CCCS(=O)(=O)N1CCC(Nc2nccnc2OCC)CC1	16µM*
COCCN1C(=O)[C@@H]2C[C@@H](CN2Cc2nccn2C)Oc2ccccc21	6%[86.2 µM]
CCOC(=O)c1c(NC(=O)CSc2cn(CCNC(=O)c3ccc(OC)cc3)c3ccccc23)sc2c1CCCC2	-24%
O=C(c1ccc(N2CC3CC(C2)[C@H]2CCCC(=O)N2C3)nc1)N1CC=C(c2ccccc2)CC1 (some centres undefined)	?
Cn1c(=O)c2c(ncn2Cc2cccc(OC(F)F)c2)n(C)c1=O	19%
Cc1ncc2c(c1CNC(=O)c1ccc3n[nH]nc3c1)CCNC2	-17%
COCCNC(=O)[C@H]1C[C@H](Oc2ccccc2)CN1S(=O)(=O)c1cccc(OC)c1	-1%
N#Cc1c(-n2ncnc2-c2ccc(Br)cc2)sc2c1CCCCC2	-9%
Cc1nc2ccccc2nc1SCC(=O)N1CCOCC1	-16%
COc1ccc(N(CC(=O)N/N=C/c2ccco2)S(=O)(=O)c2ccccc2)cc1Cl	-1%

Part of the list above, as comma-separated lines:
compound,KDM5B inh
COc1ccc(N(CC(=O)N/N=C/c2ccco2)S(=O)(=O)c2ccccc2)cc1Cl,-1%
N#Cc1c(-n2ncnc2-c2ccc(Br)cc2)sc2c1CCCCC2,-9%
COCCN1C(=O)[C@@H]2C[C@@H](CN2Cc2nccn2C)Oc2ccccc21,6%[86.2 µM]

These rows are one share of the data. The share of hits here may be higher or lower than overall.
